Screening data from PubChem.
IDE act = human IDE activators in live cells, primary screen, fluorescence polarization, HEK cells, FAbeta-B substrate. AID 493087, 2011. FAbeta-B cleavage; 0% vehicle, 100% cell-free pure enzyme wells. hit rate 0.073% among 340,000. activation, % at 5.96 µM;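 active means activation above the mean of all tested compounds plus 3 SD, set per screening campaign, cut at about 17% in these data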
M18AAP inhibitor = PfM18AAP inhibitors, malaria aminopeptidase, primary screen, biochemical, QFRET, recombinant enzyme | M18 aspartyl aminopeptidase (Plasmodium falciparum 3D7) | H-Glu-NHMec fluorogenic cleavage | inhibition, % at 7.35 µM | hit rate 1.2% among 290,000 | AID 1822, 2009;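 active means inhibition above the campaign mean inhibition over all tested compounds plus 3 SD, cut at about 28% in these data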;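 further: 0% = plate median of test compound wells and 100% = 2 mM ZnCl2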
DNA FID counter = compounds displacing fluorescent DNA intercalator, primary screen, artefact control for HCV NS3 helicase inhibitor project, biochemical, FID fluorescence; DNA fluorescent intercalator displacement; inhibition, % at 7.9 µM; hit rate 0.17% among 290,000; in the data active means inhibition above about 37%;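 further: 0% = vehicle and 100% = reference compound; higher means more ethidium bromide displaced from hairpin DNA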
IDE inh = human IDE inhibitors in live cells, primary screen, fluorescence polarization, HEK cells, FAbetaB substrate. Insulin-degrading enzyme (Homo sapiens), P14735. FAbetaB cleavage. inhibition, % at 5.59 µM. hit rate 0.41% among 320,000. AID 434962, 2010;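 active means percent inhibition above the average of all tested compounds plus 3 SD, set per screening campaign, cut at about 16% in these data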;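 further: IDE supplied by intact live HEK cells; FP after avidin binding of uncleaved biotin substrate so inhibition keeps polarization high; 0% = DMSO wells and 100% = 60 µM reference IDE inhibitor Ii1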
HCV NS3 hel inh = inhibitors of HCV NS3 helicase, primary screen, biochemical, Cy5 molecular beacon fluorescence; NS3 helicase DNA unwinding; inhibition, % at 10.9 µM; hit rate 0.56% among 290,000; AID 1800, 2009;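 active means inhibition above the mean of all tested compounds plus 3 SD, set per campaign, cut at about 35% in these data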;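 further: 0% = DMSO wells and 100% = thioflavine S control wells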
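Compound dosing – single dose, 10.9 µM nominal final, DMSO 0.8% final · System – NS3 helicase fragment of HCV · Buffer or medium – MOPS pH 6.5, MgCl2, DTT, Tween20, BSA · Signal – Cy5 beacon fluorescence read at start and 1 h · Also added – annealed dual-labelled DNA beacon duplex, ATP-started · Schedule – 1 h at 25 °C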
pCIP destab = p/CIP-EGFP fusion destabilizers, primary screen, fluorescence, F442A cells; Q05BA5; 16 h; decrease of EGFP signal, % at 10 µM; hit rate 0.01% among 290,000; AID 1984, 2009;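 active means EGFP signal decrease of at least 30% at 10 µM or well 3 SD below plate mean, unless failing retest; inactive means the rest, including hits failing retest or dose response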; further: some compounds called inactive have numbers as strong as hits; many of its hits are not listed in these tables
Target sequence (Q05BA5 1-1403): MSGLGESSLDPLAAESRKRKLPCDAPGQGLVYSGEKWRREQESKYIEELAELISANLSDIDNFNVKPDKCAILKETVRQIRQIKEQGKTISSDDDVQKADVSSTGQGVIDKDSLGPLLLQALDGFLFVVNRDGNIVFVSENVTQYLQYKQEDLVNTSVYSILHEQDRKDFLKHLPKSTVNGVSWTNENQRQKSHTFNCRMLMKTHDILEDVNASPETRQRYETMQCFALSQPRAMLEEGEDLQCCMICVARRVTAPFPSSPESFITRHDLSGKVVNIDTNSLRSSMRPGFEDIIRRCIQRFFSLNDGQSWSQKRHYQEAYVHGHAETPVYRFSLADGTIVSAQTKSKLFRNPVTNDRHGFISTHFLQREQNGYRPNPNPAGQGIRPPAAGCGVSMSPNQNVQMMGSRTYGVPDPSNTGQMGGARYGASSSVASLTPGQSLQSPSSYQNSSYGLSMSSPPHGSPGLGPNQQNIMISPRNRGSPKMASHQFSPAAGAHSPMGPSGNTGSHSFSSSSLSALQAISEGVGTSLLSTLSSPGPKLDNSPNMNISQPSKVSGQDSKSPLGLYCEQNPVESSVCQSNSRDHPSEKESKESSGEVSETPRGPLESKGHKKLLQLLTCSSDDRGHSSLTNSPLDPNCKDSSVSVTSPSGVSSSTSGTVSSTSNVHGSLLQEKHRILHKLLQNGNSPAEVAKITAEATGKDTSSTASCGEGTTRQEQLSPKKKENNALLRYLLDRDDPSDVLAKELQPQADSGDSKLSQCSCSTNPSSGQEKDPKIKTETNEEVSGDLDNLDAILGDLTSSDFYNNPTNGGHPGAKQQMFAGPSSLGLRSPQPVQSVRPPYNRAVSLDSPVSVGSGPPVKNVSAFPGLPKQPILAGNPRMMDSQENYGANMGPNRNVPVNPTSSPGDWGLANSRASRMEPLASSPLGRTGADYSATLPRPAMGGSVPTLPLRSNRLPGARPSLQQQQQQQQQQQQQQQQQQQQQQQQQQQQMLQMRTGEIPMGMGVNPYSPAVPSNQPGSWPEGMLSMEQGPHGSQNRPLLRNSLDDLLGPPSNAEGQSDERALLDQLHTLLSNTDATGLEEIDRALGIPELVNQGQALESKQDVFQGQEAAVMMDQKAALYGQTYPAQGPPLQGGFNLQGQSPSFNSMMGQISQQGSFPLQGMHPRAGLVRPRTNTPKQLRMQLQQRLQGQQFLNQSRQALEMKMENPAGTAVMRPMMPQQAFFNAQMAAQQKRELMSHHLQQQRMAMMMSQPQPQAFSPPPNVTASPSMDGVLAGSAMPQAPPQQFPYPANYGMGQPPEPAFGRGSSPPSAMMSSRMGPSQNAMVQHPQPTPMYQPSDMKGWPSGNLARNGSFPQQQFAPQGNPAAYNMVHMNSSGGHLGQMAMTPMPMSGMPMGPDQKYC
VIM-2 inhibitor = VIM-2 metallo-beta-lactamase inhibitors, primary screen, biochemical, epi-absorbance readout, Pseudomonas aeruginosa enzyme; AID 1527, 2009; inhibition, % at 5.6 µM; purified VIM-2, nitrocefin hydrolysis, epi-absorbance fluorescence; hit rate 0.89% among 290,000;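 active means inhibition above the mean of all tested compounds plus 3 SD, cutoff set per screening run, cut at about 7.5% in these data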;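 further: red hydrolysis product quenches plate fluorescence so inhibitors raise well fluorescence; 0% = enzyme with DMSO and 100% = DMSO without enzyme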
IMP-1 inhibitor = IMP-1 metallo-beta-lactamase inhibitors, primary screen, biochemical, epi-absorbance readout, Pseudomonas aeruginosa enzyme; metallo-beta-lactamase IMP-1 (Pseudomonas aeruginosa); purified IMP-1, nitrocefin hydrolysis, epi-absorbance fluorescence; inhibition, % at 5.6 µM; hit rate 0.45% among 290,000; AID 1556, 2009;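 active means inhibition above the mean plus 3 SD of all compounds in the same screening run, cut at about 4.5% in these data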;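 further: 0% = IMP-1 with DMSO and 100% = DMSO wells lacking enzyme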
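System: purified IMP-1 / Input: IMP-1 dispensed at 0.2 nM / Medium: 50 mM HEPES pH 7.1, 50 µM ZnSO4, 0.05% Brij 35 / Timing: 15 min enzyme–compound preincubation, then 25 min nitrocefin reaction, 25 °C / Technique: plate fluorescence quenching by hydrolysis product, ex 480/em 530 nm / Repeats: singlicate testing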
UBC9 SUMO inh = inhibitors of in vitro SUMOylation cascade, primary screen, biochemical, HTRF, uHTS; SUMO-conjugating enzyme UBC9 (Homo sapiens), P63279; HTRF SUMOylation assay, SAE1/SAE2 + UBC9; inhibition, % at 35 µM; hit rate 0.36% among 290,000; AID 2006, 2009; in the data active means inhibition above about 50%, passing the limit was not always enough; further: strong numbers were not always called active
Active calls of the source: *.

Results for O=C(Nc1ccc(/C=C/c2nc3ccccc3o2)cc1)c1ccc(F)cc1 ?
IDE act: 3; M18AAP inhibitor: -3; DNA FID counter: 1; IDE inh: 6; HCV NS3 hel inh: -1; pCIP destab: -9; VIM-2 inhibitor: -1.2; IMP-1 inhibitor: -0.3; UBC9 SUMO inh: 21

How did CSCC[C@H](NC(=O)[C@@H]1Cc2ccccc2CN1)C(=O)NC(C)c1ccccc1 (stereo partly specified) do in these assays?
IDE act: 4; M18AAP inhibitor: 6; DNA FID counter: 5; IDE inh: 6; HCV NS3 hel inh: 2; pCIP destab: -2; VIM-2 inhibitor: -3.7; IMP-1 inhibitor: -2.4; UBC9 SUMO inh: 12

Results for Nc1nc(N2CCCCC2)nc(N(c2ccccc2)c2ccccc2)n1 ?
IDE act: 5; M18AAP inhibitor: 2; DNA FID counter: -1; IDE inh: -1; HCV NS3 hel inh: 4; pCIP destab: -5; VIM-2 inhibitor: -4.4; IMP-1 inhibitor: -1.9; UBC9 SUMO inh: -6

What do the screens show for `Cc1cc(=O)[nH]c(N2CCN(C(c3ccccc3)c3ccccc3)CC2)n1`?
IDE act: -4; M18AAP inhibitor: -1; DNA FID counter: -12; IDE inh: -2; HCV NS3 hel inh: 11; pCIP destab: 2; VIM-2 inhibitor: -2.9; IMP-1 inhibitor: -0.8; UBC9 SUMO inh: 2

Results for N=c1n(Cc2ccccc2)c2ccccc2n1CC(O)COc1ccc(Cl)cc1Cl (stereo unspecified) ?
IDE act: 20*; M18AAP inhibitor: 1; DNA FID counter: 29; HCV NS3 hel inh: -79; pCIP destab: -20; VIM-2 inhibitor: -5.2; IMP-1 inhibitor: -3.6; UBC9 SUMO inh: 0

What do the screens show for `CCOC(=O)N1CCC(N(CCN(C)C)C(=S)Nc2ccccc2OC)CC1`?
IDE act: 6; M18AAP inhibitor: -6; DNA FID counter: -2; IDE inh: -5; HCV NS3 hel inh: -11; pCIP destab: 6; VIM-2 inhibitor: 0.6; IMP-1 inhibitor: 1.1; UBC9 SUMO inh: -2

How did O=C(NCCCn1ccnc1)c1cc(C(=O)C2CC2)c[nH]1 do in these assays?
IDE act: 1; M18AAP inhibitor: -7; DNA FID counter: 5; IDE inh: -3; HCV NS3 hel inh: 1; pCIP destab: -1; VIM-2 inhibitor: 1.2; IMP-1 inhibitor: -1.7; UBC9 SUMO inh: 0

Results for COCc1[nH]nc2c1C(c1ccc(OC)cc1)C(C#N)=C(N)O2 (stereo unspecified) ?
IDE act: 7; M18AAP inhibitor: 3; DNA FID counter: 2; IDE inh: 4; HCV NS3 hel inh: -4; pCIP destab: 7; VIM-2 inhibitor: -2.0; IMP-1 inhibitor: -0.7; UBC9 SUMO inh: 8

What do the screens show for `O=C(Nc1ccc(Oc2ccc(C(F)(F)F)cn2)c(Cl)c1)C1CC1`?
IDE act: 4; M18AAP inhibitor: 5; DNA FID counter: -11; IDE inh: 5; HCV NS3 hel inh: 1; pCIP destab: 4; VIM-2 inhibitor: -3.3; IMP-1 inhibitor: -2.1; UBC9 SUMO inh: 3

What do the screens show for `Cc1cccc(C)c1N(CC(=O)N1CCCC1)S(C)(=O)=O`?
IDE act: 5; M18AAP inhibitor: -4; DNA FID counter: 0; IDE inh: 6; HCV NS3 hel inh: 3; pCIP destab: -2; VIM-2 inhibitor: -2.0; IMP-1 inhibitor: -3.5; UBC9 SUMO inh: 4

What do the screens show for `CCOC(=O)N/N=C/c1ccc(N2CCOCC2)s1`?
IDE act: 4; M18AAP inhibitor: 0; DNA FID counter: -2; IDE inh: 5; HCV NS3 hel inh: 7; pCIP destab: 5; VIM-2 inhibitor: -0.4; IMP-1 inhibitor: -0.3; UBC9 SUMO inh: -38

What do the screens show for `O=C(NC(Cc1ccccc1)c1ccc2c(c1)OCCCO2)c1ccccc1F` (stereo unspecified)?
IDE act: -3; M18AAP inhibitor: 2; DNA FID counter: -23; IDE inh: 2; HCV NS3 hel inh: -2; pCIP destab: -7; VIM-2 inhibitor: -2.9; IMP-1 inhibitor: -3.6; UBC9 SUMO inh: 1

What do the screens show for `Cc1ccc(NCCC(=O)c2ccc(Br)cc2)cc1`?
IDE act: 7; M18AAP inhibitor: -9; DNA FID counter: 1; IDE inh: 0; HCV NS3 hel inh: -5; pCIP destab: -7; VIM-2 inhibitor: -2.2; IMP-1 inhibitor: -0.3; UBC9 SUMO inh: -12

What do the screens show for `CCn1cc(C(=O)NCCCOC(C)C)c(=O)c2cc(S(=O)(=O)N3CCOCC3)ccc21`?
IDE act: 6; M18AAP inhibitor: 1; DNA FID counter: -28; IDE inh: 4; HCV NS3 hel inh: -4; pCIP destab: -7; VIM-2 inhibitor: -3.0; IMP-1 inhibitor: -3.2; UBC9 SUMO inh: 4

Results for Cc1cc(C)cc(S(=O)(=O)c2cnc3ccccc3n2)c1 ?
IDE act: 7; M18AAP inhibitor: -6; DNA FID counter: -8; IDE inh: 0; HCV NS3 hel inh: 0; pCIP destab: 13; VIM-2 inhibitor: -1.5; IMP-1 inhibitor: 0.3; UBC9 SUMO inh: -6

What do the screens show for `C=CCn1c(SCc2nc(N)nc(N(C)C)n2)nnc1-c1cccnc1`?
IDE act: 2; M18AAP inhibitor: 11; DNA FID counter: -19; IDE inh: 3; HCV NS3 hel inh: 10; pCIP destab: -11; VIM-2 inhibitor: 0.8; IMP-1 inhibitor: -4.0; UBC9 SUMO inh: 30

What do the screens show for `CCOc1ccc(S(=O)(=O)N(CC)CC(=O)NC2CC2)cc1`?
IDE act: 5; M18AAP inhibitor: -4; DNA FID counter: -4; IDE inh: 0; HCV NS3 hel inh: 0; pCIP destab: 0; VIM-2 inhibitor: -3.6; IMP-1 inhibitor: -1.1; UBC9 SUMO inh: 3

How did CN1CCOCCOCCN(C)C1=O do in these assays?
IDE act: 5; M18AAP inhibitor: 1; DNA FID counter: -2; IDE inh: -1; HCV NS3 hel inh: -11; pCIP destab: 3; VIM-2 inhibitor: -5.3; IMP-1 inhibitor: -1.4; UBC9 SUMO inh: 8

What do the screens show for `Cc1ccc(C)c(-c2csc(-c3cccnc3)n2)c1`?
IDE act: -8; M18AAP inhibitor: 1; DNA FID counter: -22; IDE inh: 5; HCV NS3 hel inh: -13; pCIP destab: 12; VIM-2 inhibitor: -0.2; IMP-1 inhibitor: -2.3; UBC9 SUMO inh: -6

Results for O=C(Cc1cccc(C(F)(F)F)c1)Nc1cccc(S(=O)(=O)N2CCCC2)c1 ?
IDE act: 1; M18AAP inhibitor: -1; DNA FID counter: -21; IDE inh: 3; HCV NS3 hel inh: -3; pCIP destab: 9; VIM-2 inhibitor: 1.1; IMP-1 inhibitor: -2.4; UBC9 SUMO inh: -14

How did CCOc1cc(C(N)=O)cc(Br)c1OCC do in these assays?
IDE act: 8; M18AAP inhibitor: -7; DNA FID counter: 0; IDE inh: 0; HCV NS3 hel inh: 9; pCIP destab: -3; VIM-2 inhibitor: -4.0; IMP-1 inhibitor: -2.8; UBC9 SUMO inh: -10

How did CCCOc1ccc2ccccc2c1/C=N/n1c(C)nnc1-n1nc(C)cc1C do in these assays?
IDE act: -1; M18AAP inhibitor: -7; DNA FID counter: -28; IDE inh: -4; HCV NS3 hel inh: -5; pCIP destab: -7; VIM-2 inhibitor: -2.8; IMP-1 inhibitor: -4.2; UBC9 SUMO inh: 6

How did CO/N=C(\Cn1ncc(N2CCCC2)c(Cl)c1=O)c1ccc(Cl)cc1 do in these assays?
IDE act: 6; M18AAP inhibitor: -4; DNA FID counter: -26; IDE inh: -1; HCV NS3 hel inh: -4; pCIP destab: -7; VIM-2 inhibitor: -2.7; IMP-1 inhibitor: -3.5; UBC9 SUMO inh: 0

Results for COc1cc(Cl)cc(/C=N/NC(N)=O)c1O ?
IDE act: 5; M18AAP inhibitor: 9; DNA FID counter: -1; IDE inh: -6; HCV NS3 hel inh: 0; pCIP destab: 10; VIM-2 inhibitor: -3.2; IMP-1 inhibitor: -3.9; UBC9 SUMO inh: 18

Results for O=C(Cn1c(=O)sc2ccccc21)Nc1ccccc1 ?
IDE act: 2; M18AAP inhibitor: -17; DNA FID counter: -3; IDE inh: -3; HCV NS3 hel inh: -2; pCIP destab: -4; VIM-2 inhibitor: 0.9; IMP-1 inhibitor: -0.5; UBC9 SUMO inh: -1

Results for CCOC(=O)c1cc2c(ccn2C)n1CC(=O)N1CCC(Cc2ccccc2)CC1 ?
IDE act: -3; M18AAP inhibitor: 4; DNA FID counter: -30; IDE inh: -5; HCV NS3 hel inh: 29; pCIP destab: -7; VIM-2 inhibitor: -2.9; IMP-1 inhibitor: -1.3; UBC9 SUMO inh: 28

Results for Cc1cc(C)n(-c2ccc(C(=O)Nc3nnc(C4CC4)s3)cc2)n1 ?
IDE act: 5; M18AAP inhibitor: 2; DNA FID counter: -9; IDE inh: 5; HCV NS3 hel inh: 2; pCIP destab: -8; VIM-2 inhibitor: -4.7; IMP-1 inhibitor: -3.0; UBC9 SUMO inh: 3

How did COc1ccc(C(C(=O)NCC2CCCO2)N(C(=O)CNC(=O)c2cccs2)c2ccc(NC(C)=O)cc2)cc1OC (stereo unspecified) do in these assays?
IDE act: 0; M18AAP inhibitor: 3; DNA FID counter: -10; IDE inh: 8; HCV NS3 hel inh: 2; pCIP destab: 7; VIM-2 inhibitor: -0.8; IMP-1 inhibitor: -0.5; UBC9 SUMO inh: 4

How did COc1ccc(-n2c(=O)[nH]cc(C(=O)Nc3ccc4c(c3)OCCO4)c2=O)cc1OC do in these assays?
IDE act: 3; M18AAP inhibitor: -1; DNA FID counter: -33; IDE inh: -2; HCV NS3 hel inh: 1; pCIP destab: -1; VIM-2 inhibitor: -0.1; IMP-1 inhibitor: -0.7; UBC9 SUMO inh: 18

How did CCOc1ccc(S(=O)(=O)Nc2ccccn2)c2ccccc12 do in these assays?
IDE act: 6; M18AAP inhibitor: -3; DNA FID counter: -10; IDE inh: -2; HCV NS3 hel inh: 1; pCIP destab: -21; VIM-2 inhibitor: -2.2; IMP-1 inhibitor: -3.0; UBC9 SUMO inh: 27

Results for Cc1ccc2nc(SCC(=O)c3ccc4c(c3)NC(=O)CO4)[nH]c2c1 ?
IDE act: 3; M18AAP inhibitor: -5; DNA FID counter: -6; IDE inh: 1; HCV NS3 hel inh: 0; pCIP destab: 3; VIM-2 inhibitor: -0.7; IMP-1 inhibitor: -1.9; UBC9 SUMO inh: -6
